Screens (PubChem BioAssay)
CF NFkB inh: blocks PAF-induced NF-kB reporter in cystic fibrosis cells | AID 588850 | 360,000 compounds, 0.86% hits | inhibition, % at 5 µM | KKLEB NF-kB-GFP reporter, GFP fluorescence overnight;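 active means at least 50% inhibition at 5 µM, scaled per plate between neutral and stimulator controls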;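 further: PAF is a Pseudomonas aeruginosa culture filtrate used as stimulus; plate controls were PAF-stimulated DMSO wells for no effect and unstimulated DMSO wells for full effect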
iPSC survival up: hiPSC single-cell survival enhancement; ATPlite luminescence; 100% = ROCK inhibitor wells, 0% = DMSO; survival enhancement, % at 20 µM; 360,000 compounds, 0.044% hits; AID 602274; in the data active means survival enhancement above about 18%;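 further: cells exposed to compounds for 16 hours before the ATP read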
Peg3 prom inh: inhibitors of Peg3 promoter; HeLa PEG-Prom luciferase reporter, luminescence, overnight; inhibition, % at 20 µM; 360,000 compounds, 1.7% hits; AID 588405;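 active means inhibition of at least 50% at 20 µM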
C8 TRAIL sens: caspase-8 TRAIL sensitization. NB7+C8 cells + TRAIL, ATPlite viability luminescence. inhibition (viability loss, TRAIL sensitization), % at 10 µM. 360,000 compounds, 1% hits;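 active means compounds causing at least 50% loss of cell viability in the single-dose screen, relative to plate controls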
HIF-2a inh: HIF-2a inhibition. inhibition, % at 18.8 µM. 360,000 compounds, 0.72% hits. AID 624352. 786-0 RCC cells HIF-2a reporter, luciferase luminescence, overnight;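 active means inhibition of the luminescence signal of 40% or more relative to plate controls, in a single-dose primary screen at 18.75 µM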
LMP1 NFkB inh: reduces LMP1-driven NF-kappaB luciferase signal | LMP1-induced NF-kappaB luciferase reporter cells, luminescence | inhibition, % at 12.5 µM | 350,000 compounds, 0.69% hits; in the data active means inhibition above about 41%;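 further: 0% = neutral control wells and 100% = reference inhibitor control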
MITF TRPM1 inh: reduces MITF-dependent TRPM1 promoter luciferase signal; SK-MEL-5 TRPM1 promoter luciferase, 24 h; 330,000 compounds, 0.83% hits; inhibition, % at 12.5 µM;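 active means mean inhibition across replicates of 60% or more, whatever share of single replicates reaches that level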; further: values of inactives mirror those of a sister screen read the other way
KKLEB cytotox: reduces viability of KKLEB cystic fibrosis airway cells | KKLEB CF airway cells viability, ATPlite luminescence, overnight; active compounds read low; cells stimulated with P. aeruginosa culture filtrate | activity change (cytotoxicity), % at 5 µM | 360,000 compounds, 0.36% hits | AID 602141;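 active means corrected activity change at or below -50% at 5 µM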
NR2E3 ag-1: agonists of human nuclear receptor NR2E3 | Q9Y5X4 | GST-NR2E3/biotin-RetCOR TR-FRET, 1536-well | inhibition of corepressor binding, % at 4.78 µM | 320,000 compounds, 0.12% hits | AID 2300;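 active means percent inhibition above the cutoff of mean plus 3 SD of all tested compounds, set per screening campaign, cut at about 20% in these data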;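 further: 0% = DMSO wells and 100% = biotin wells as full block of FRET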
Target sequence (Q9Y5X4 whole entry, looked up): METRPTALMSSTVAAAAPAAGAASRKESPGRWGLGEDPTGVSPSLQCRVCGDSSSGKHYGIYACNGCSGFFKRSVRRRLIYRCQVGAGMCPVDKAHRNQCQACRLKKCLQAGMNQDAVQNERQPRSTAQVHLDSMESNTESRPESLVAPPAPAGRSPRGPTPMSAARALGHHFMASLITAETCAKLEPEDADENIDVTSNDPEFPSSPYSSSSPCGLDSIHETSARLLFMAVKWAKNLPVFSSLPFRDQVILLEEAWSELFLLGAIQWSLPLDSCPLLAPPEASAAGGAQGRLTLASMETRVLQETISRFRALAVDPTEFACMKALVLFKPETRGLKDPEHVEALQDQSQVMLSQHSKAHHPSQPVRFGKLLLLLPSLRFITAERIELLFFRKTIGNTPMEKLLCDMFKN
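Material: NR2E3–RetCOR corepressor complex / Amount: 1.35 nM GST-NR2E3 / Medium: Tris pH 7.5 / Compound: single nominal compound dose of 4.8 µM / Incubation: 5 h at 4 °C / Technique: TR-FRET, Eu(K)-anti-GST donor, streptavidin-D2 acceptor, ex 340, em 617/671 nm / Read-out basis: percent loss of FRET ratio relative to control wells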
NR2E3 ag-2: agonists of human NR2E3 nuclear receptor; Q9Y5X4; CHO-S Gal4-NCOR/VP16-NR2E3 two-hybrid, luciferase; inhibition of corepressor binding, % at 3.98 µM; 360,000 compounds, 0.35% hits; AID 602229;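 active means inhibition above the mean of all tested compounds plus 3 SD, cut at about 70% in these data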;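 further: 0% = DMSO with NR2E3 transfected cells and 100% = cells lacking NR2E3 construct; higher means lower luciferase signal from less NR2E3 corepressor binding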
Shn3 3UTR inh: inhibitors of Schnurri-3 3'UTR reporter in osteoblasts. Clone20 osteoblast Shn3 3'UTR firefly luciferase, 24 h. inhibition, % at 12.5 µM. 360,000 compounds, 0.52% hits. AID 588674;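 active means mean inhibition of at least 75% with every replicate also reaching 75%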;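 further: 0% = median of neutral control wells and 100% = pilot-screen positive control compound; some compounds past the cut are filed as inactive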
The depositor's hits bear a star; nt = not tested or not shown. This is a subset; count on the stated rates, not on these rows.

smiles,CF NFkB inh,iPSC survival up,Peg3 prom inh,C8 TRAIL sens,HIF-2a inh,LMP1 NFkB inh,MITF TRPM1 inh,KKLEB cytotox,NR2E3 ag-1,NR2E3 ag-2,Shn3 3UTR inh
CCn1c(CCNC(=O)c2ccc(C)cc2)n[nH]c1=S,-4,-0.7,-5,2,6,-2,-5,1,-4,-9,-8
Cn1cccc1/C=N/n1c(-c2ccc(Cl)cc2)n[nH]c1=S,5,0.7,7,12,21,-6,8,1,-4,-22,-16
COc1ccc(NC(=O)CCC(=O)N/N=C/c2ccncc2)cc1,-10,-0.6,1,-4,-8,5,7,5,2,-29,21
O=C1CCc2cc(S(=O)(=O)N3CCCCC3)cc3c2N1CC3,-8,0.3,6,-7,11,5,-3,4,1,1,2
COc1ccc2c(Cl)c(C(=O)OCC(=O)c3ccc4c(c3)NC(=O)CO4)sc2c1Cl,48,-0.1,39,16,-1,24,17,-30,nt,11,-7
CCN(CC(=O)Nc1ccc2c(c1)OCCO2)C(=O)COc1ccc(C(C)=O)cc1,-18,-1.9,-1,-6,4,-2,nt,10,nt,-1,0
COc1ccc(S(=O)(=O)N(C)CC(=O)NCc2cccnc2)cc1Cl,-17,-0.7,5,8,12,3,11,-5,2,-4,7
CC(C)N(C(=O)[C@H]1C[C@H](CC(=O)NCCc2ccccn2)C(=O)N2CCc3c([nH]c4cc(-c5ccco5)ccc34)[C@]12C)C(C)C,6,0.2,7,6,6,9,16,-8,nt,-29,-4
COc1cc(C(C)=O)ccc1OCc1cn(CC(=O)c2ccc(O)cc2)nn1,3,0.4,-6,13,-9,0,0,-10,nt,-9,2
Cc1ccccc1OCC(=O)Nc1ccc(N2CCN(C(=O)C(C)C)CC2)c(Cl)c1,-9,-3.9,25,40,-3,23,59,11,-1,29,80
CCc1nc2c(OCCn3cccc3)cccn2c1N(C)C(=O)c1ccc(C)cc1,-8,0.3,-5,4,-1,nt,nt,20,nt,-19,1
C=CCn1c(N)cc(=O)nc1SC(C)C(=O)Nc1ccc(C(=O)OCC)cc1 (configuration not stated),6,-0.2,23,-8,5,-2,-5,0,1,-22,-10
Cc1ccc(S(=O)(=O)N(C)C)cc1NC(=O)c1cc(-c2ccncc2)nc2ccccc12,1,2.7,52*,1,4,-2,11,9,nt,0,8
CCCn1c(SCC(=O)Nc2cccc(C)n2)nnc1C(C)C,-10,-0.6,10,-11,4,3,6,-7,3,-9,-7
CN(CCc1ccccc1)C(=O)c1ccc(NC(=O)Cc2ccc(NC(=O)C3CCCN(C(=O)C4CCCCC4)C3)cc2)cc1 (configuration not stated),-29,2.3,-13,5,2,7,23,21,nt,-6,49
O=C(CCS(=O)(=O)c1cccc2nonc12)NC1CCCCCC1,-1,-1.1,-4,-9,-9,-2,2,11,-2,6,-12
Cc1ccc(C(=O)N/C(=C/C=C\c2ccccc2)C(=O)NCc2ccco2)cc1,0,-0.2,-15,1,-6,-6,-4,-8,1,-41,-10
CCCCN(C(=O)c1cc(OC)c(OC)c(OC)c1)C1=CC2CCC(C1)N2C (configuration not stated),-6,1.8,12,-15,22,-2,1,10,5,-8,-9
O=C(Cn1ncc(Cl)c(Cl)c1=O)NCC1CCCCC1,95*,-4.2,108*,95*,97*,86*,92*,-73*,19,23,75
CC(=O)c1cccc(N=C2NC(=O)CS2)c1,-4,2.4,21,-6,7,-3,11,4,-1,-1,3
CCOC(=O)C1=C(N)OC2=C(C(=O)CC(C)C2)C1c1cccnc1 (configuration not stated),25,1.1,-10,-15,5,5,4,3,-2,3,12
O=c1c2c3c(sc2ncn1Cc1ccc(F)cc1)CCC3,-1,-1.5,10,6,-4,4,-2,-6,1,-16,2
O=C(NNC(=O)c1ccccc1O)c1ccc(S(=O)(=O)Nc2ccccc2)cc1,3,1.0,8,19,7,9,20,-15,1,-26,23
O=C(Nc1c(C(=O)O)[nH]c2ccccc12)NC1CCCCC1,-14,-2.2,10,7,-8,-7,26,11,-5,-28,-9
Nc1cc(CN2C(=O)c3ccccc3C2=O)cc(Cl)c1O,33,1.9,9,0,0,-7,12,-8,-1,8,-6
Nc1c(Cl)cc(C2=NCCn3nc4ccccc4c32)cc1Cl,23,-1.6,44,12,25,-5,30,-15,4,-17,-28
CCc1ccc(NC(=O)[C@H](C)NC(=O)C2CCN(C(=O)[C@@H](NC(=O)OC(C)(C)C)C(C)C)CC2)cc1,-1,0.0,-72,-7,-37,1,-10,-1,-1,15,-33
COc1ccc(OC)c(C(c2nnnn2CCc2ccccc2)N2CCN(c3ccccc3)CC2)c1 (configuration not stated),9,-0.1,36,2,11,-3,-1,7,7,-14,13
Clc1ccc(COc2cccc(CNCc3ccncc3)c2)cc1,-28,-0.2,-13,30,-47,3,12,0,3,44,67
CC(Sc1ncccn1)C(=O)N1CCc2ccccc21 (configuration not stated),0,-0.2,-13,-15,4,-3,-3,-2,nt,2,2
O=C(OCC(=O)N1CCC(c2ccccc2)=N1)c1ccc(Cl)s1,-34,-0.4,-85,-9,-2,0,-3,16,nt,-8,-6
Cc1ccc(C(=O)Nn2cnnc2)c(Cl)c1,14,-0.2,8,-10,9,4,8,16,0,-14,10
O=C(COC(=O)c1cnc(Cl)c(Cl)c1)NC1CCCC1,4,1.1,-3,-17,6,7,nt,-1,nt,-2,-1
CC(C)(C)c1[nH]nc2c1C(c1ccc(OC(=O)c3ccco3)cc1)C(C#N)=C(N)O2 (configuration not stated),-6,0.2,7,-4,-10,4,12,5,2,-2,-2
CC(C)(C)NC(=O)C(c1ccc(O)cc1)N(Cc1ccc2c(c1)OCO2)C(=O)CCl (configuration not stated),0,0.7,-5,2,1,4,nt,6,nt,-9,-19
CC(=O)Nc1ccc(N/C=C(\C=O)c2nc3ccccc3o2)cc1,-24,-1.5,-21,-7,-41,-1,26,-7,1,21,2
Cc1ccc(-c2nc(NCc3ccco3)n(C(=O)c3ccco3)n2)cc1,12,-0.3,-225,4,-256,-14,-47,-27,-1,-16,-36
CC(C)(C)NC(=O)C(=O)NCc1ccccn1,6,0.0,-22,-5,-23,-10,8,-8,1,-20,6
Cn1cnnc1SCC(=O)c1c(N)n(Cc2ccccc2)c(=O)n(C)c1=O,-9,-0.4,2,-11,16,1,-10,-2,-5,2,4
C=CCSc1nc(=O)n2ccccc2n1,-12,-0.2,-22,2,-2,-3,-1,0,-2,-2,0
CCn1c(SCC(=O)N2CCC(C)CC2)nc2c1c(=O)n(C)c(=O)n2C,3,0.5,8,11,11,-10,-2,3,5,-3,3
COc1ccc(CNC[C@H]2O[C@@H](n3cnc4c(N)ncnc43)[C@H](O)[C@@H]2O)cc1OC,7,6.1,-2,-8,7,-2,-19,12,nt,-6,-4
COc1ccccc1CNC(=O)COC(=O)c1cnccn1,-1,-5.7,-2,-5,2,5,-11,2,0,-12,2
CCCCn1c(N)c(N(CCOC)C(=O)c2cnccn2)c(=O)[nH]c1=O,1,0.4,-4,12,2,4,0,-7,-1,-15,15
CC(C)OC(=O)Nc1ccc2c(c1)N(C(=O)CCN1CCN(CCO)CC1)c1ccccc1CC2,14,-1.7,-31,17,-28,2,1,4,-1,12,-6
Nc1nc(NC(=O)c2ccc(F)cc2)ns1,15,-1.0,-12,-6,-27,-2,-6,-14,-2,10,-26
COc1cccc(CNC(=O)CCCn2c(=S)[nH]c3cc4c(cc3c2=O)OCO4)c1,-29,-0.2,31,-14,14,-1,0,-6,26*,-2,-2
COC(=O)c1cccc(NC(=O)Nc2ccc(Cl)cc2Cl)c1,20,-0.9,-61,0,-149,5,-18,-5,0,-50,2
Cc1cc(C)cc(C(=O)Nc2nnc(SCC(=O)N3CCCc4ccccc43)s2)c1,-1,1.6,1,8,2,-2,-3,13,3,-28,6
CO/N=C(\c1ccccc1)c1cccnc1,8,0.1,11,-7,11,2,-1,-1,-1,6,17

(list continues)
smiles,CF NFkB inh,iPSC survival up,Peg3 prom inh,C8 TRAIL sens,HIF-2a inh,LMP1 NFkB inh,MITF TRPM1 inh,KKLEB cytotox,NR2E3 ag-1,NR2E3 ag-2,Shn3 3UTR inh
CSc1ccccc1NC(=O)Cc1ccccc1,15,0.0,15,13,3,0,-13,-6,2,-6,2
Cc1ccc(Nc2nc(N)c([N+](=O)[O-])c(NCc3ccco3)n2)cc1C,16,0.4,-82,2,-260,-21,-17,-19,0,-76,-46
CCc1ccc(NC(=O)CCC(=O)Nc2nnc(C(C)C)s2)cc1,-1,-0.4,-33,4,-17,8,-2,8,1,-5,-13
CCCc1cc(=O)[nH]c(SCC(=O)Nc2ccccc2C#N)n1,-2,1.0,9,10,8,-2,12,1,3,-11,-3

Molecules shown so far containing an aryl thioether with sulfur outside any ring (9):
smiles,CF NFkB inh,iPSC survival up,Peg3 prom inh,C8 TRAIL sens,HIF-2a inh,LMP1 NFkB inh,MITF TRPM1 inh,KKLEB cytotox,NR2E3 ag-1,NR2E3 ag-2,Shn3 3UTR inh
C=CCn1c(N)cc(=O)nc1SC(C)C(=O)Nc1ccc(C(=O)OCC)cc1 (configuration not stated),6,-0.2,23,-8,5,-2,-5,0,1,-22,-10
CCCn1c(SCC(=O)Nc2cccc(C)n2)nnc1C(C)C,-10,-0.6,10,-11,4,3,6,-7,3,-9,-7
CC(Sc1ncccn1)C(=O)N1CCc2ccccc21 (configuration not stated),0,-0.2,-13,-15,4,-3,-3,-2,nt,2,2
Cn1cnnc1SCC(=O)c1c(N)n(Cc2ccccc2)c(=O)n(C)c1=O,-9,-0.4,2,-11,16,1,-10,-2,-5,2,4
C=CCSc1nc(=O)n2ccccc2n1,-12,-0.2,-22,2,-2,-3,-1,0,-2,-2,0
CCn1c(SCC(=O)N2CCC(C)CC2)nc2c1c(=O)n(C)c(=O)n2C,3,0.5,8,11,11,-10,-2,3,5,-3,3
Cc1cc(C)cc(C(=O)Nc2nnc(SCC(=O)N3CCCc4ccccc43)s2)c1,-1,1.6,1,8,2,-2,-3,13,3,-28,6
CSc1ccccc1NC(=O)Cc1ccccc1,15,0.0,15,13,3,0,-13,-6,2,-6,2
CCCc1cc(=O)[nH]c(SCC(=O)Nc2ccccc2C#N)n1,-2,1.0,9,10,8,-2,12,1,3,-11,-3
